Compound activity from PubChem.
Lipid storage S3 = qHTS Assay for Lipid Storage Modulators in Drosophila S3 Cells. Drosophila S3 cells, BODIPY lipid droplet fluorescence, 18-24 h; cells fed with added oleic acid. lipid storage change, negative = inhibition, % at the top dose, mostly 46.1 µM; hits show Potency in µM. actives 0.64% (n = 320,000). AID 2685; active = well fitted inhibition curve with a large enough effect in the signal ratio, with a control signal flat, not every such curve was filed as active; inconclusive = small, poorly fitted or top-dose-only effect, or effect the other way, or a change in a side signal; the % refers to the signal ratio
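Laser-scanning cytometry quantifies lipid droplet accumulation (500–530 nm total intensity; droplet/cell object ratio) in oleic acid-fed (400 uM added) Drosophila S3 cells treated with a concentration series. 20 uM Triacsin C defined 100% inhibition.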
Lipid storage S3 cell count max = further read-out of Lipid storage S3, marked with its call; cell number change, %; measured here: cell count max response;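 cells counted by Cell Tracker Red CMTPX staining in the red channel; peak over a dose series mostly up to 46.1 µM; percent activity relative to internal control wells on each plate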
Numbers without * were called inactive; i = inactive; ? = inconclusive; / = not tested or not shown; [ ] = remark or other dose. % is scaled to controls: 0 for no effect and ±100 for the full control effect; potency is read from the fitted curve at half-maximal effect.

SMILES | Lipid storage S3 | Lipid storage S3 cell count max
CCC(C)C(=O)Nc1nnc(SCC(=O)N2C(C)CCCC2C)s1 (centres undefined) | i | 6.7
CC(Sc1nncn1C)C(=O)Nc1ccccc1-c1ccccc1 (centres undefined) | ? | /
CCOc1cc(-c2sc(Nc3ccc(CC)cc3)n[n+]2-c2ccccc2)ccc1OC | ? | /
Brc1ccc(-c2csc(N3CCCCCC3)n2)cc1 | -28.9% | -18.5
CCOC(=O)c1c(NC(=O)C(Sc2ccccc2)c2ccccc2)sc(C(N)=O)c1C (centres undefined) | -6.3% | 10.0
NC(=O)CSc1nnc(CSc2ncccn2)n1-c1ccccc1 | ? | /
CC1CCC(NC(=O)CN(C)S(=O)(=O)c2cnc[nH]2)CC1 (centres undefined) | ? | /
CCOCCCNC(=O)CN1N=C(c2ccc(C)cc2)CCC1=O | -22.9% | 14.3
O=[N+]([O-])c1ccc(/C=N/NC(=S)Nc2ccccc2F)o1 | 2.8% | 1.1
CC1CCC2C(=O)N(c3cc(Cl)ccc3OC(=O)c3ccco3)C(=O)C2C1 (centres undefined) | ? | /
COc1ccc(NC(=O)COc2cccc(-n3cnnn3)c2)cc1 | i | -3.8
COC(=O)C1CCN(C(c2cc(OC)c(OC)c(OC)c2)c2sc3nc(C)nn3c2O)CC1 (centres undefined) | -14.5% | /
CCc1cccc(NC(=O)C2CCN(S(=O)(=O)c3ccc4[nH]c(=O)ccc4c3)CC2)c1 | -1.9% | -16.4
Cc1cc(NC(=O)COC(=O)c2ccc(S(=O)(=O)N3CCCC3)cc2)no1 | 21.8% | /
CCCS(=O)(=O)N1CCCC(C(=O)NCCCN2CCN(c3ccccc3F)CC2)C1 (centres undefined) | ? | /
CC1CCN(Cc2c(C(=O)N/N=C/c3cc(Cl)ccc3O)nnn2-c2nonc2N)CC1 | ? | /
O=C(NNC(=O)c1cc(-c2ccccc2)nc2ccccc12)c1csc(N2CCOCC2)n1 | ? | /
CC(=O)N1N=C(c2cccc([N+](=O)[O-])c2)OC1c1ccc(Cl)cc1Cl (centres undefined) | -23.9% | 1.4
CC1=NN(C(N)=S)C(=O)C1N=Nc1cc(Cl)ccc1Cl (centres undefined) | -0.4% | 2.7
Cc1ccc(S(=O)(=O)N2CC(C)N(C(=O)N3CCOCC3)C2C)cc1 (centres undefined) | ? | /
COc1ccc(CCNC(=O)c2c(O)c3ccccc3[nH]c2=O)cc1OC | 2.0% | 2.4
CC(C)=CCc1c(O)cc2oc3c(CC=C(C)C)c(O)c(O)c(CC=C(C)C)c3c(=O)c2c1O | ? | /
COc1ccccc1N1CCN(C(=O)CSc2nnc(-c3ccoc3C)o2)CC1 | ? | /
O=C(c1cnn(-c2nc3ccccc3s2)c1)c1ccccc1O | 4.2% | -9.1
O=C1c2ccccc2N2C(=O)c3ccccc3C2N1Cc1ccccc1 (centres undefined) | -16.0% | -16.2
CCCSc1nc(N)c2c3c(sc2n1)CN(C)CC3 | i | /
Cc1cc(Br)ccc1OCCCCNC(C)(C)C | ? | /
COC(=O)Nc1ccc(S(=O)(=O)N2CCN(C)CC2)cc1 | ? | /
O=C1NC2(CCCCC2)CO1 | ? | /
Clc1ccc(-c2ccn[nH]2)cc1 | -6.8% | 25.7
O=C(c1cc2cc(Cl)ccc2[nH]1)N1CCN(Cc2ccc3c(c2)OCO3)CC1 | i | 19.8
Cc1ccc(OCCSc2cc(C)nc(N)n2)cc1 | ? | /
COc1ccccc1NC(=O)NNC(=O)COc1ccc2ccccc2c1 | 7.2% | -0.9
CC(C)NC(=O)COc1ccc(Cl)cc1Cl | 5.5% | 9.7
O=C(NCCN1CCCCCC1)C1CCC(CNS(=O)(=O)c2cccc3cccnc23)CC1 (centres undefined) | ? | /
COc1ccc(CCNc2nc(-c3cccnc3)cs2)cc1OC | -6.3% | -4.6
CC(Oc1ccccc1F)C(=O)NC1CCS(=O)(=O)C1 (centres undefined) | i | 21.8
COc1ccc(S(=O)(=O)N(CC(=O)NC2CC2)Cc2ccccc2)cc1 | ? | /
Clc1cccc(Cl)c1Cn1cc(Br)cn1 | ? | /
CCOc1ccc(NS(=O)(=O)c2cc(C(=O)NCCCN3CCCC3=O)ccc2C)cc1 | -0.4% | -1.4

Single records, from the list above. Order of values: Lipid storage S3	Lipid storage S3 cell count max
Listed for CC(Oc1ccccc1F)C(=O)NC1CCS(=O)(=O)C1 (centres undefined) → i	21.8
Listed for Clc1cccc(Cl)c1Cn1cc(Br)cn1 → ?	/

Next part:
SMILES | Lipid storage S3 | Lipid storage S3 cell count max
CCN(CC)S(=O)(=O)c1ccc(Cl)c(C(=O)Nc2cc(C)nn2-c2ccccc2C(F)(F)F)c1 | ? | /
Cc1cc(NC(=O)Nc2ccccc2)n(C(C)(C)C)n1 | 12.5% | 10.6
COCCn1c(SCC(=O)N2CC(C)OC(C)C2)nc2c([nH]c3ccccc32)c1=O (centres undefined) | -23.2% | 6.0
O=C(NC1CCS(=O)(=O)C1)c1ccccc1C(=O)c1ccccc1 (centres undefined) | 14.4% | 2.7
Cc1ccccc1S(=O)(=O)NCc1cccnc1 | -4.6% | 14.2
NC(=O)COC(=O)c1cccc(S(=O)(=O)N2CCN(c3ccc(F)cc3)CC2)c1 | -0.8%[9.22 µM] | -3.7
COCCN(C(=O)c1ccc2ccccc2c1)c1c(N)n(Cc2ccccc2)c(=O)[nH]c1=O | -1.8% | 9.2
O=S(=O)(c1ccc(C2=CSC3=NCCN23)cc1)N1CCOCC1 | ? | /
NC(=NCc1ccccc1)c1cccc([N+](=O)[O-])c1 | ? | /
CCOC(=O)c1ccc(Cl)c(NC(=O)c2cccnc2)c1 | 5.1% | 17.5
CCCCOc1ccc(CSc2nc(C)[nH]c2[N+](=O)[O-])cc1[N+](=O)[O-] | ? | /
Cc1ccc(OCC(=O)N(C)CC(=O)N(CC(C)C)c2c(N)n(CC(C)C)c(=O)[nH]c2=O)c(C)c1 | 12.6% | -23.1
O=C1c2ccccc2OCOc2ccccc21 | ? | /
COc1ccc(-c2csc3ncnc(N4CCN(S(=O)(=O)c5ccccc5C#N)CC4)c23)cc1 | 7.31µM* | -21.2*
O=C(Oc1c(CN2CCOCC2)cc(Cl)c2cccnc12)c1cccs1 | ? | /
Cc1cc(C)n(-c2nc(NCCCN(C)C)c3c4c(sc3n2)COC(C)(C)C4)n1 | ? | /
O=C(NCC1CCCO1)c1cc2c([nH]c3ccccc32)c(-c2ccc(F)cc2)n1 (centres undefined) | ? | /
CCOc1ccc(C(=O)N2CCc3ccccc32)cc1OCC | ? | /
O=C(COc1ccc2ccccc2c1)Nc1ccc(S(=O)(=O)N2CCCCCC2)cc1 | ? | /
Cc1cccc(NC(=O)c2ccc(OC3CSC3)cc2)c1 | ? | /

Compounds listed so far that contain a tert-butyl group:
SMILES | Lipid storage S3 | Lipid storage S3 cell count max
Cc1cc(Br)ccc1OCCCCNC(C)(C)C | ? | /
Cc1cc(NC(=O)Nc2ccccc2)n(C(C)(C)C)n1 | 12.5% | 10.6

Further results.
SMILES | Lipid storage S3 | Lipid storage S3 cell count max
COc1cc2c(cc1NC(=O)c1ccco1)CCCC2 | ? | /
O=C(CN1C(=O)NC2(CCCCC2)C1=O)NCC(=O)Nc1ccc(F)c(F)c1 | ? | /
COc1ccccc1-n1c(=O)[nH]c2c(C(N)=O)nc(CC(C)C)nc21 | ? | /
COc1cc2c(cc1OC)C(COc1cc(C)cc(C)c1)N(C(C)=O)CC2 (centres undefined) | -2.2% | -11.5
O=C1N/C(=C/c2cccs2)C(=O)N1Cc1ccccc1F | ? | /
CN(C)c1ccc(/C=N/n2cnn(Cc3ccccc3Cl)c2=S)cc1 | 17.9% | /
COc1cc(NC(=S)N2CCCCC2C)cc(OC)c1OC (centres undefined) | ? | /
CCCCOc1ccc(C(CC(=O)NC)C(=O)O)cc1 (centres undefined) | ? | /
CCN(CC)S(=O)(=O)c1ccc2oc(SCC3CN=C(c4ccc(OC)cc4)S3)nc2c1 (centres undefined) | ? | /
COc1cccc(-c2ncc3ccccc3c2COC(=O)CCCC(=O)O)c1 | 0.7% | -15.9
O=C(Cc1n[nH]c(=O)[nH]c1=O)N/N=C/c1cccc(Cl)c1 | 0.6% | 11.9
COc1ccc(OC)c(S(=O)(=O)NCCS(=O)(=O)N2CCN(c3ccccc3)CC2)c1 | i | -0.8
CC1(C)Cc2ccccc2/C(=C/C(=O)c2ccccc2)N1 | ? | /
Clc1ccc(-n2ncc3c(NCc4ccccn4)ncnc32)cc1 | ? | /
CCCSc1nsc(NC(=O)c2cccnc2OCC)n1 | ? | /
CCOC(=O)C(C)(C)C(=O)C(C)(C)C(O)c1ccccn1 (centres undefined) | -12.5% | /
O=C(O)c1ccc(-n2cc(C(=O)c3ccccc3O)cn2)cc1 | -0.2% | -2.0
Cc1c(NC(=O)C(C)C)cccc1-c1nc2ncccc2o1 | ? | /
CC(OC(=O)c1nsc(Cl)c1Cl)C(=O)NCc1ccc2c(c1)OCO2 (centres undefined) | 1.3% | -11.6
O=C(NCC1CCCO1)c1ccc(S(=O)(=O)Nc2ccc(F)cc2)cc1 (centres undefined) | ? | /
COc1cc(CNCc2ccco2)ccc1OCc1ccccc1 | ? | /
Cc1ccccc1C(=O)N1CCC(n2nccc2NC(=O)CCOc2ccccc2)CC1 | 1.4% | -1.4
COc1cc(C2C3=C(CC(C)(C)CC3=O)N(C)C3=C2C(=O)CC(C)(C)C3)ccc1O | 32.4% | -16.7
O=C(/C=C/c1ccccc1)NNC(=O)c1cccs1 | -3.7% | 3.1
O=C(CSc1nnnn1-c1cccnc1)Nc1ccccc1F | ? | /
Cc1cc(C(=O)N/N=C/c2cccc([N+](=O)[O-])c2)c2ccccc2n1 | ? | /
Cc1cc(C)n(C(=O)CCCn2cc([N+](=O)[O-])cn2)n1 | ? | /
O=[N+]([O-])/C(C(Cl)=C(Cl)Cl)=C(\Sc1ccccc1)N1CCCCC1 | ? | /
Cc1ccc(C(=O)N2CCc3ccccc32)cc1 | -0.7% | -5.9
CSc1ccc(NC(=O)Nc2ccc(C(=O)NCC(=O)O)cc2)cc1 | ? | /
COc1ccc(-n2c(COc3ccc(Cl)cc3)nnc2SCc2ccc(C#N)cc2)cc1 | ? | /
Cc1ccc(-c2csc(NC(=O)c3ccc(S(=O)(=O)N4CCc5ccccc54)cc3)n2)cc1 | ? | /
CS(=O)(=O)N(CC(=O)Nc1cccc(Cl)c1Cl)c1ccccc1 | ? | /
CCOC(=O)c1cnc2ncnn2c1N | ? | /
COc1cccc(NC(=O)CN2CCN(CC(=O)Nc3ccccc3Cl)CC2)c1 | ? | /
O=C(CCCN1C(=O)/C(=C/c2cccs2)SC1=S)Nc1ccc(C(=O)O)cc1 | ? | /
CCCCNC(=O)N1CCN(c2ccnc3cc(Cl)ccc23)CC1 | -8.5% | -14.5
O=C(NC1CCCCC1)C(c1ccccn1)N(C(=O)c1csnn1)c1ccccc1 (centres undefined) | i | -19.0
CN(CC(=O)N1CCCCC1)S(=O)(=O)c1cccc2cccnc12 | 10.4% | 19.0
O=C1OCCC1Sc1ncnc2sccc12 (centres undefined) | ? | /

Reformatted as labelled records: 4 of the compounds above.
> Cc1cc(NC(=O)Nc2ccccc2)n(C(C)(C)C)n1
  Lipid storage S3 = 12.5%	Lipid storage S3 cell count max = 10.6

> COCCn1c(SCC(=O)N2CC(C)OC(C)C2)nc2c([nH]c3ccccc32)c1=O (centres undefined)
  Lipid storage S3 = -23.2%	Lipid storage S3 cell count max = 6.0

> O=C(NC1CCS(=O)(=O)C1)c1ccccc1C(=O)c1ccccc1 (centres undefined)
  Lipid storage S3 = 14.4%	Lipid storage S3 cell count max = 2.7

> Cc1ccccc1S(=O)(=O)NCc1cccnc1
  Lipid storage S3 = -4.6%	Lipid storage S3 cell count max = 14.2

(more compounds)
SMILES | Lipid storage S3 | Lipid storage S3 cell count max
O=C(c1ccccn1)N1CCN(c2cccc(C(F)(F)F)c2)CC1 | ? | /
NC(=O)Cc1nc(-c2ccc(Br)cc2)cs1 | ? | /
COCCNC(=O)COc1ccccc1C | ? | /
CN(C)/N=C/c1cc([N+](=O)[O-])ccc1O | ? | /
CC(Oc1ccc(F)cc1)C(=O)Nc1ccccc1C(=O)N1CCCCC1 (centres undefined) | -0.6% | -10.5
COc1ccccc1NC(=O)COC(=O)C1CCN(/C=C/C(=O)C(F)(F)F)CC1 | 8.4% | 3.1
COc1ccccc1NC(=O)C(NC(=O)c1ccc(C)cc1)c1ccccc1 (centres undefined) | ? | /
O=C(O)c1cc2c(s1)-c1ccccc1CC2 | 11.5% | -0.6
O=C(CN1CCN(S(=O)(=O)c2ccccc2)CC1)Nc1ccc2c(c1)OCO2 | 22.4% | 26.5
O=C(c1cccc(S(=O)(=O)N2CCOCC2)c1)N(Cc1ccco1)Cc1cccs1 | ? | /
COc1ccccc1NC(=O)c1cc2c(CO)cnc(C)c2oc1=Nc1cccc(C(N)=O)c1 | ? | /
CC(=O)NC1=NN(C(C)=O)C(c2sccc2C)S1 (centres undefined) | ? | /
CCSc1nnc(NC(=O)C(NC(=O)c2ccc(Cl)cc2)C(C)C)s1 (centres undefined) | 3.3% | -2.2
O=C(NNC(=O)c1nc(Cl)ccc1Cl)c1ccc(F)cc1 | ? | /
CCn1c(=O)cc(OCC(=O)NCCCN2CCN(c3cccc(Cl)c3)CC2)c2ccccc21 | ? | /
Cn1c(=O)[nH]c(=O)c2c1nc(SCC(=O)O)n2CCOc1ccccc1 | 15.6% | 17.1
Cc1ccc(/C(N)=N/OC(=O)/C=C/c2ccccc2)cc1 | ? | /
CC1CCN(C(=O)c2ccc(NC(=O)CC3SC(N4CCCC4)=NC3=O)cc2)CC1 (centres undefined) | 17.7% | 4.4

These rows are one share of the data; rates above refer to the full screens.
